# Assay outcomes (PubChem BioAssay)
# CHT PAM – CHT positive allosteric modulators, primary screen, cell-based, membrane potential dye, choline EC20; AID 488977, 2010; B-score at 10 µM; CHT-expressing cells; active compounds read high; LV-AA mutant CHT in HEK293 cells; 310,000 compounds, 0.49% hits; High affinity choline transporter 1 (Homo sapiens), Q9GZV3;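 active = initial fluorescence not abnormally high and integrated response B-score, plate-corrected, over 3 SD above library mean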
# Target sequence (Q9GZV3 whole entry, looked up): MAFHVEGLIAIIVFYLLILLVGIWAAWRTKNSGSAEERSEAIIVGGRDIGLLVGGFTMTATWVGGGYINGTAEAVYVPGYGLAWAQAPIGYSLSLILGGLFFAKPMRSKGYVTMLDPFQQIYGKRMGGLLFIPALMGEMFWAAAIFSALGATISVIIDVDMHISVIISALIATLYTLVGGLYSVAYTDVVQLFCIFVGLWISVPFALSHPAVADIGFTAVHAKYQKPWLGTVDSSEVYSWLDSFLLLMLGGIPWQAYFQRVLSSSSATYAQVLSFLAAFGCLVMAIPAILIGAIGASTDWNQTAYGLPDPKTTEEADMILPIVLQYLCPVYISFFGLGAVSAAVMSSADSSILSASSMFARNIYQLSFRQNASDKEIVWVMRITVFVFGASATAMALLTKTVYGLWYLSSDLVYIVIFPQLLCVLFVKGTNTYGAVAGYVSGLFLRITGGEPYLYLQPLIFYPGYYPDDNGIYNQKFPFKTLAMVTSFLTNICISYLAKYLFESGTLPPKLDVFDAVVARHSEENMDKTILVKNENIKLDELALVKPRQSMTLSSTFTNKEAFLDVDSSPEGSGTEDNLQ
# CHT inh – inhibitors of human choline transporter CHT | AID 488975, 2010 | B-score at 10 µM | 310,000 compounds, 0.86% hits | CHT-expressing cells, membrane potential dye, choline response; active compounds read low | High affinity choline transporter 1 (Homo sapiens), Q9GZV3;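 active = B-score over 3 SD under the library average, and starting fluorescence ratio not unusually high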;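 note: choline stimulus applied at its EC90 after an EC20 pre-addition; B-score computed on integrated fluorescence ratio after choline addition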
# Active calls of the source: *; i = inactive.
Compound | CHT PAM | CHT inh
O=C(COC(=O)CNC(=O)c1ccc(Cl)cc1)Nc1ccc2c(c1)OCCO2 | i | i
Cc1ccc(C)c(S(=O)(=O)N2CCCC2CNC(=O)C(=O)NCCc2ccccc2)c1 (centres undefined) | i | i
COc1cccc(CNC(=O)C2CCN(C(=O)N(C)C)CC2)c1 | i | i
Cc1n[nH]c(C)c1S(=O)(=O)N1CCCC(C(=O)Nc2nccs2)C1 (centres undefined) | i | i
Fc1ccccc1Cc1noc(CN2CCC(OCc3cccnc3)CC2)n1 | i | i
CC#CC[N+](C)(C)CC(=O)c1ccccc1 | i | i
O=C(NCC(=O)N1CCN(S(=O)(=O)c2cccc(F)c2)CC1)c1ccc(Br)o1 | i | i
Cc1ccc(CN2C(=O)N/C(=C\c3ccc(-c4ccc(C(=O)O)cc4C)o3)C2=O)cc1 | i | i
Cc1cc(=O)oc2cc3c(cc12)OCCO3 | i | i
CC1CCCC(C)N1C(=O)Cn1cc(C#N)c2ccccc21 (centres undefined) | i | i
COC(=O)c1sc(NC(=O)CCCn2nc([N+](=O)[O-])cc2C)c(C(=O)OC)c1C | i | i
O=C(Nc1ccccc1C(=O)NC1CCCC1)NC1CCCC1 | i | i
COc1ccc(C)cc1Nc1n[n+](-c2ccccc2)c(-c2c(OC)ccc3ccccc23)s1 | i | i
Fc1ccc(CSc2nnc(-c3ccco3)o2)cc1 | i | i
Cc1ccc2nc(N(CCCN(C)C)C(=O)c3ccc(S(=O)(=O)N(C)C)cc3)sc2c1 | i | i

# (more compounds)
Compound | CHT PAM | CHT inh
Cc1cc(NC(=O)CSc2nccn2-c2ccc(Cl)cc2)no1 | i | i
CC(=O)Nc1cc(C(F)(F)F)ccc1OCC1CCCO1 (centres undefined) | i | i
O=C(CSc1nnc(-c2cccs2)n1CC1CCCO1)N1CCCC1 (centres undefined) | i | i
Cc1cc(C)cc(OC(C)C(=O)Nc2ccc3c(c2)n(C)c(=O)n3C)c1 (centres undefined) | i | i
COc1ccc(/C=N/NC(=O)c2cccc([N+](=O)[O-])c2)cc1OS(=O)(=O)c1ccc(C)cc1 | i | i
O=c1[nH]c(N2CCc3ccccc3C2)nc2c1CCC2 | i | i
Nc1nnc(-c2ccncc2)s1 | i | i
COc1ccc(CCNC(=O)c2ccnc(C(C)(C)C)c2)cc1OC | i | i
O=C1CC(CSc2ccc(Cl)cc2)=NN1 | i | i
Cc1ccc([N+](=O)[O-])c(OCCCN2CCC(Cc3ccccc3)CC2)c1 | i | i
Nc1c(-c2cccc(Cl)c2)cnc2c(-c3ccccc3)cnn12 | i | i
CN1C(=O)N(S(=O)(=O)c2ccc(F)c(F)c2F)C(=O)C1(C)C | i | i
CCN(CC)C(=O)CSc1nnc(-c2cc3ccccc3cc2O)n1CC | i | i
CCOC(=O)N1CCC(=NNC(=O)c2ccccc2F)CC1 | i | i
COc1ccc(N(CC(=O)NCCSCc2ccc(Cl)cc2)S(C)(=O)=O)cc1Cl | i | i

# Later entries:
Compound | CHT PAM | CHT inh
COc1cc(C(=O)N(Cc2cccnc2)Cc2cc3cc4c(cc3[nH]c2=O)OCCO4)cc(OC)c1OC | i | i
C/C(=N\NC(=O)c1ccc(N)cc1)C1CC1 | i | i
COc1ccc(OC)c(S(=O)(=O)NCC(=O)O)c1 | i | i
CCCCCCCCNC(=O)CCNC(=O)c1ccc(C(C)(C)C)cc1 | i | i
Cc1cccc(CCNC(=O)CCc2nc(-c3ccccc3F)no2)c1 | i | i
Cc1cccc(-n2nc(C(=O)Nc3ccccc3)n3c(=O)cc(-c4ccccc4)nc23)c1 | i | i
CN(C)CCN1C(=O)C(=O)/C(=C(/O)c2ccc3c(c2)OCCO3)C1c1ccccn1 (centres undefined) | i | i
COc1ccc(C(=O)CN2CCN(c3ncccn3)CC2)cc1 | i | i
CC(=O)Nc1ccc(C(=O)OCC(=O)c2ccc(C)c([N+](=O)[O-])c2)cc1 | i | i
COc1ccc(Cc2nnc(NC(=O)c3cc(OC)c(OC)c(OC)c3)s2)cc1OC | i | i
CC(C)CNC(=O)N1c2ccccc2Sc2ccccc21 | i | i
Cc1ccc(C(C)(C)NC(=O)C2CCC(=O)N(CC3CCCCC3)C2)cc1 (centres undefined) | i | i
COc1cc(OC)cc(C(=O)NCCC(=O)NCCc2ccc(OC)c(OC)c2)c1 | i | i
Cc1cccc(N(CC(=O)NC2CCCCC2)C(=O)c2c(C)noc2C)c1 | i | i
CCC(=O)Nc1ccc(NC(=O)c2cccc(OC)c2)nc1 | i | i

# The results go on.
Compound | CHT PAM | CHT inh
COC(=O)c1ccc(C(=O)OC)c(NC(=O)CN(C)Cc2ccc(Cl)c(Cl)c2)c1 | i | i
Cn1cccc1CNCc1ccccc1Cl | i | i
CCn1cc(C(=O)NCCCN(C)c2ccccc2)c(=O)c2cc(S(=O)(=O)N(C)C)ccc21 | i | i
Cc1ccccc1-n1c(-c2ccc(Br)o2)n[nH]c1=S | i | i
CCCS(=O)(=O)N1CCCC(C(=O)NCC(OC)OC)C1 (centres undefined) | i | i
COc1ccc(CCN2CC(C(=O)NCCc3cn[nH]c3)CCC2=O)cc1 (centres undefined) | i | i
C=CCOc1ccc(C2NC(=O)c3ccccc3O2)cc1OCC (centres undefined) | i | i
Cc1cc(C(=O)N/N=C/c2ccc3c(c2)OCO3)c(C)o1 | i | -7.1*
COc1c(F)c(F)cc2c(=O)c(C(=O)O)cn(C3CC3)c12 | i | i
COc1ccccc1Nc1ccc(N)cc1 | i | i
Cc1ccc(-c2cn3cccnc3n2)cc1NC(=O)c1ccc(Br)o1 | i | i
CCCc1cc(C(=O)Nc2cccnc2Cl)no1 | i | i
Cc1cc(C(F)F)n2nc(C(=O)Nc3cccnc3Cl)nc2n1 | i | i
COC(=O)c1ccc(C(=O)Nc2cc(Cl)ccc2Cl)cc1NC(=O)c1ccc(N(C)C)cc1 | i | i
CC(C)(C)OC(=O)NCc1ccc(NC(=O)c2nc[nH]c2C(=O)N[C@@H](Cc2ccccc2)C(=O)OCc2ccccc2)cc1 | i | i

# Going on with the list:
Compound | CHT PAM | CHT inh
Cc1ccc(-n2nc(C)c3c2OC(N)=C(C#N)C3c2ccoc2)cc1 (centres undefined) | i | i
O=C(CCN1C(=O)/C(=C/c2cccs2)SC1=S)NNC(=O)c1cccc(O)c1 | i | i
CC(C)c1ccc(NC2CCCN(C(=O)C3=NN(C)C(=O)CC3)C2)cc1 (centres undefined) | i | i
COc1ccc(NC(=S)N2CCN(c3ccc([N+](=O)[O-])cc3)CC2)cc1OC | i | i
O=C(O)c1ccc(N/N=C/c2cccc3nccnc23)cc1 | i | i
CC1=C(C(=O)Nc2ccc(C)cc2)C(c2cccs2)NC(=S)N1 (centres undefined) | i | i
Cc1nc2ccccc2n1CSc1ccccc1 | i | i
COc1ccc(C(=O)OCC(=O)Nc2ccccc2)cc1[N+](=O)[O-] | i | i
Cc1ccc(CNC(=O)Cn2ccc3ccccc3c2=O)o1 | i | i
Cn1c(=O)c2c(ncn2CC(=O)NC2CCCCC2)n(C)c1=O | i | i
Cc1c(OCC(=O)NC2CCN(Cc3ccccc3)CC2)ccc2c3c(c(=O)oc12)CCC3 | i | i
Cc1ccc(OCCNC(=O)c2cccc(C)c2)cc1 | i | i
Cc1[nH]c2ccccc2c1C(=O)CN1CCC2(CC1)OCCO2 | i | i
Cc1occc1C(=O)N1CCCC(N2CCN(c3cccc(C(F)(F)F)c3)CC2)C1 (centres undefined) | i | i
COc1ccc(C(=O)N(C)Cc2ccccn2)cc1OC1CCN(C(C)C)CC1 | i | i

# (further entries)
Compound | CHT PAM | CHT inh
CC(=O)NC(CC(=O)OCc1ccc([N+](=O)[O-])cc1)c1ccccc1 (centres undefined) | i | i
O=C(Nc1cccc2ccccc12)NC1CCCc2ccccc21 (centres undefined) | i | i
CCN(CC)S(=O)(=O)c1ccc(Cl)c(OC)c1 | i | i
CCOCc1nc(C)c(Cl)c(NS(=O)(=O)c2ccc(N)cc2)n1 | i | i
O=C(CSc1nnc2c(n1)[nH]c1ccccc12)N1CCCCC1 | i | i
CNC(=O)CSCCn1c(SCC(=O)NC)nc2ccccc2c1=O | i | i
COc1ccc2[nH]c(C)cc(=O)c2c1 | i | i
CC(=O)N[C@@H](C)c1nc2ccccc2n1CCNC(=O)[C@H]1CCCN1c1nc(CN2CCCCC2)cs1 | i | i
CC(C)(C)SCCNC(=O)c1ccc(Cl)c([N+](=O)[O-])c1 | i | i
S=C(Nc1ccc2c(c1)OCO2)Nc1ccccc1Cl | i | i
COc1ccccc1CN1CC(C(=O)NC2CCOCC2)CCC1=O (centres undefined) | i | i
CCOc1ccc(C(=O)NCC(=O)OCCCOC(=O)CNC(=O)c2ccc(OCC)cc2)cc1 | i | i
COc1c(C)cc(Br)cc1C(=O)NC(=S)NCc1ccco1 | i | i
CC(C)c1cc(NCC2CCCO2)n2c(nc3ccccc32)c1C#N (centres undefined) | i | i
CC(C)CCOc1ccc(C2CC(=O)N(C)C2=O)cc1 (centres undefined) | i | i

# A different layout for part of the listing above.
canonical_smiles: CC(C)c1cc(NCC2CCCO2)n2c(nc3ccccc32)c1C#N (centres undefined)
  CHT PAM: i
  CHT inh: i

canonical_smiles: CCOCc1nc(C)c(Cl)c(NS(=O)(=O)c2ccc(N)cc2)n1
  CHT PAM: i
  CHT inh: i

canonical_smiles: COc1c(C)cc(Br)cc1C(=O)NC(=S)NCc1ccco1
  CHT PAM: i
  CHT inh: i

canonical_smiles: CC(C)(C)SCCNC(=O)c1ccc(Cl)c([N+](=O)[O-])c1
  CHT PAM: i
  CHT inh: i

# Remaining list, next part:
# Under each structure: CHT PAM, CHT inh
N#C/C(=C\c1ccc(F)cc1)c1n[nH]c(Cn2cncn2)n1
  i, i
Cc1cc(C)n2cc(COc3ccccc3)nc2n1
  i, i
O=C(CN(Cc1ccccc1)C(=O)CCC(=O)Nc1nccs1)NCc1ccc(F)cc1
  i, i
CCc1cc(C(=O)c2ccccc2OC)c(N)s1
  i, i
O=C(COc1cc2oc(=O)c3c(c2cc1Cl)CCC3)NCC(O)c1ccccc1 (centres undefined)
  i, i
COC(=O)c1ccc(OCCOc2ccccc2C)cc1
  i, i
Cc1cc(S(=O)(=O)NCCCN2CCOCC2)c(Cl)cc1Cl
  i, i
Clc1ccc(/C=N/Nc2ncnc3nc[nH]c23)cc1
  i, i
CN(Cc1nc2ccccc2c(=O)[nH]1)Cc1cc(=O)oc2ccc3ccccc3c12
  i, i
Nc1c(C(=O)NCc2ccco2)c2nc3ccccc3nc2n1CCc1ccccc1F
  i, i

# Next part.
# Under each structure: CHT PAM, CHT inh
CCC(C)(C)NC(=O)C1CC(=O)N(CCc2ccc(F)cc2)C1 (centres undefined)
  i, i
CCC(C)NS(=O)(=O)c1ccc(NC(=O)Cc2ccc(OC)cc2)cc1 (centres undefined)
  i, i
CC(=O)Oc1c(C(=O)c2nnc(C)o2)c(=O)n(Cc2ccccc2)c2ccccc12
  i, i
Cc1c(C(=O)Nc2ccc(S(=O)(=O)Nc3ncccn3)cc2)oc2ccc(Cl)cc12
  i, i
CCOc1ccccc1N1CC(C(=O)Nc2ccccc2N2CCOCC2)CC1=O (centres undefined)
  i, i
O=C(Nc1ccc(Cl)cn1)c1ccc(COCC(F)(F)C(F)F)o1
  i, i
CCN1CCC2(CC1)N=C(c1ccc(F)cc1)C(=S)N2C(=O)c1ccc(C(C)(C)C)cc1
  i, i
O=C(COc1ccccc1F)NNC(=O)c1ccc2c(=O)n3c(nc2c1)CCC3
  i, i
CCOC(=O)C1=C(C)N(C)C(C)=C(C(=O)OCC)C1c1cccnc1
  i, i
CCn1c(O)c(N=NC(=O)Cc2csc(N3CCOCC3)n2)c2ccccc21
  i, i

# Continued.
# Under each structure: CHT PAM, CHT inh
CN(C)S(=O)(=O)c1cccc(C(=O)NC(=S)N(CCC#N)Cc2cccnc2)c1
  i, i
Cc1ccc(C2CC(=O)C(C=NCCN3CCN(C(=S)Nc4ccccc4)CC3)=C(O)C2)cc1 (centres undefined)
  i, i
CC(=O)COc1ccc2c3c(c(=O)oc2c1C)CCCCC3
  i, i
Cc1ccc(C)c(N2CCN(Cc3nnnn3C3CCCCC3)CC2)c1
  i, i
COc1ccc(CN(CC(=O)NC2CCCC2)C(=O)CN2C(=O)COc3ccccc32)cc1
  i, i
Cc1cc(NC(=O)CSc2ncccc2C(=O)O)no1
  i, i
O=C(Cc1ccccc1F)Nc1ccc(SC(F)F)cc1
  i, i
CC1CCCN(C(=O)c2sc3cc([N+](=O)[O-])ccc3c2Cl)C1 (centres undefined)
  i, i
C/C(=N/NS(=O)(=O)c1ccccc1)c1ccc(NC(=O)C2CC2)cc1
  i, i
Cn1c(=O)n(CCc2ccccc2)c(=O)c2c1nc1n2CCCN1c1ccccc1
  i, i

# A portion from the list above, for reference:
# Under each structure: CHT PAM, CHT inh
C/C(=N/NS(=O)(=O)c1ccccc1)c1ccc(NC(=O)C2CC2)cc1
  i, i
Cn1c(=O)n(CCc2ccccc2)c(=O)c2c1nc1n2CCCN1c1ccccc1
  i, i

# New compounds follow:
# Under each structure: CHT PAM, CHT inh
Cc1ccccc1-n1cc(CNC(=O)CC2C(=O)NCCN2C/C=C/c2ccccc2)cn1 (centres undefined)
  i, i
O=C(Nc1ccc(Cl)cc1)Nc1ccccc1Sc1ncc([N+](=O)[O-])s1
  i, i
COCCNC(=S)N/N=C/c1ccc(OCc2ccc(C(=O)OC)cc2)cc1
  i, i
CC(=O)c1ccc(OCCn2c(SCC(=O)O)nc3ccccc32)cc1
  i, i
CSc1nc2ccccc2n1CC(=O)Nc1cc(C(F)(F)F)ccc1N1CCOCC1
  i, i
C=CCn1c(O)c(N=NC(=O)c2ccccc2NS(=O)(=O)c2cccs2)c2ccccc21
  i, i
COc1ccccc1N1C(=O)c2ccccc2NC1c1ccc(O)cc1 (centres undefined)
  i, i
COc1cccc(C(=O)C2CCCN(C/C=C/c3ccccc3OC)C2)c1 (centres undefined)
  i, i
